# Caspase-7 inhib: allosteric or competitive inhibitors of human caspase-7 | hit rate 0.02% among 75,000 | recombinant caspase-7, Ac-DEVD-AFC fluorescence rate | Potency, µM (top dose mostly 57.5 µM), for the others: top-dose activity change, negative = inhibition, most hits filed as inhibitors; active = well fitted inhibition curve with a large enough effect in the main read-out, with a control signal flat, not every such curve was filed as active; inconclusive = small, poorly fitted or top-dose-only effect, or a change in a side signal; also: potency is read from the fitted curve at half-maximal effect; % of control where 0% means no effect
# Tau fil binding: binders of human tau filaments; hit rate 2% among 71,000; Potency, µM (top dose mostly 57.1 µM), inactives show at the top dose activity change, negative = inhibition; recombinant tau filaments, thioflavin S fluorescence, 15 h; filaments grown with octadecylsulfate alongside compound; P10636; AID 596;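 also: potency is read from the fitted curve at half-maximal effect; % is scaled to controls: 0 for no effect and ±100 for the full control effect; actives lower thioflavin S fluorescence by blocking filaments or displacing dye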
# Target sequence (P10636 whole entry, looked up): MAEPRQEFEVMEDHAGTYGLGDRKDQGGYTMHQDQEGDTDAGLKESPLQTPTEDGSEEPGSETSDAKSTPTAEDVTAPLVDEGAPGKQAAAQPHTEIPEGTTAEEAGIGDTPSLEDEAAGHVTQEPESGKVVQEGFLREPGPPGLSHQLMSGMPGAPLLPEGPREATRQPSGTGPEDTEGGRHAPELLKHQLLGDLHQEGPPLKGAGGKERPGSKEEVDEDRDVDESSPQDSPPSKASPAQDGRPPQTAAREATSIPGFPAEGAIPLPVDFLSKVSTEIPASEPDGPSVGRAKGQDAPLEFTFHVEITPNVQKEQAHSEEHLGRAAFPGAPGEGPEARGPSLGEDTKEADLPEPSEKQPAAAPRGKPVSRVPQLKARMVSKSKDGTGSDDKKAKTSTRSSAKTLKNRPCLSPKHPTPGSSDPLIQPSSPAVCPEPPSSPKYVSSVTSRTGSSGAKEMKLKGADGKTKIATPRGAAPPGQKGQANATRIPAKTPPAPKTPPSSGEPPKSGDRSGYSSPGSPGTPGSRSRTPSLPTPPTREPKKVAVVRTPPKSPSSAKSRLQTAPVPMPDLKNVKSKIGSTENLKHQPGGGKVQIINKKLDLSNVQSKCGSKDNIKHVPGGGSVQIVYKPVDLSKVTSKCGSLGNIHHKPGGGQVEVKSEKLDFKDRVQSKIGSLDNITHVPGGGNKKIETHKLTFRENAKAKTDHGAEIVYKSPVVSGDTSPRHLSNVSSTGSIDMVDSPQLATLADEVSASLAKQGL
#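 Quantitative HTS: thioflavine S signal from ODS-induced tau filaments, excited at 450 nm, emission 510 nm. Conditions: 1 uM tau, 30 uM ODS, 15 h at 37 C, pH 7.4.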
# USP2a inhib: blocks human ubiquitin-specific protease USP2a; O75604; USP2a enzymatic assay, qHTS inhibition; Potency, µM (top dose mostly 38.3 µM), inactives show at the highest dose activity change, negative = inhibition, actives largely listed as inhibitors; hit rate 0.1% among 60,000;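 also: potency is read from the fitted curve at half-maximal effect; nearly all actives have a fitted effect of over 60% in size; plate controls were DMSO for no effect and NEM full inhibition control for full effect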
#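 USP2 core (20 nM final) was preincubated with compound for 30 min at RT in 20 mM Tris-HCl pH 8.0, 2 mM CaCl2, 2 mM beta-mercaptoethanol; Ub-PLA2 (20 nM) plus NBD C6-HPC (20 uM) then added, fluorescence read after 2.5 h.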
# Rhodamine fluor: compound fluoresces in the rhodamine spectral region; Rhodamine-region fluorescence, 547/598 nm, Tris buffer; stronger effect = higher value; max dye-equivalent concentration, M; hit rate 0.05% among 59,000; in the data active = max dye-equivalent concentration above about 11 nM; inconclusive = between about 1.1 nM and that limit
#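 Compounds in 100 mM Tris buffer, pH 8.0, were incubated 15 min at room temperature, then read at 547 nm excitation and 598 nm emission. Fluorescence was normalized against a per-plate six-point rhodamine standard curve as dye-equivalent concentration.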
# DNA Pol III inh: DNA polymerase III holoenzyme inhibition; reconstituted DNA polymerase III holoenzyme replication, biochemical; Potency, µM (top dose mostly 57.1 µM), for the others: top-dose activity change, negative = inhibition; hit rate 0.25% among 71,000; AID 603; also: potency is read from the fitted curve at half-maximal effect; % is scaled to controls: 0 for no effect and ±100 for the full control effect
#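 Reconstituted *E. coli* holoenzyme (0.35 nM Pol III, 1 nM beta, 154 nM SSB, 2 nM primase) was preincubated with compound for 15 min at RT. Synthesis on 1.4 nM ssM13Gori ran 35 min, then was stopped with PicoGreen/EDTA and read as dsDNA fluorescence.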
# BRCT PPI red: inhibitors of human BRCA1 BRCT-phosphoprotein interaction (red fluorophore); hit rate 0.03% among 75,000; BRCT-phosphopeptide binding, red fluorescence polarization; Potency, µM (titrated, usually from 76.9 µM), without a hit: at the highest dose activity change, negative = inhibition, hits mostly inhibitors; AID 892; also: % is scaled to controls: 0 for no effect and ±100 for the full control effect
#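 Rhodamine-labelled pBACH1 10-mer (100 nM) bound to BRCT domain (100 nM) at pH 7.3; compounds incubated 12 min room temperature, polarization read. Free peptide defines full inhibition; unlabelled decapeptide titrated as control.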
# BRCT inh green: blocks human BRCA1 BRCT binding to phosphopeptide, green readout | P38398 | BRCA1 BRCT-phosphopeptide binding, green fluorescence polarization | Potency, µM (doses to about 76.9 µM), inactives show at the highest dose activity change, negative = inhibition, hits mostly inhibitors | hit rate 0.05% among 75,000;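 also: potency is read from the fitted curve at half-maximal effect; plate controls were peptide without protein for full effect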
#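 Fluorescence polarization: His-tagged BRCT (~35 kDa BRCA1 C-terminus, 250 nM) bound to 100 nM fluorescein-labeled phosphorylated 10-aa BACH1 peptide, pH 7.3 phosphate buffer with DTT and Tween 20. Compounds incubated 12 min at room temperature; inhibition read as lowered polarization.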
# ALOX15 inhib: inhibitors of human 15-lipoxygenase (ALOX15). Potency, µM (doses to about 57.1 µM), for the others: at the top dose activity change, negative = inhibition, actives largely listed as inhibitors. purified 15hLO-1, xylenol orange hydroperoxide absorbance. hit rate 1.4% among 74,000. P16050; also: potency is read from the fitted curve at half-maximal effect; % is scaled to controls: 0 for no effect and ±100 for the full control effect; nearly all actives have a fitted effect of over 55% in size
#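 Readout: Fe(III)-xylenol orange absorbance, 573-to-405 nm ratio as reaction progress. Enzyme 40 nM purified human 15hLO-1, substrate 50 uM arachidonic acid, 6 min RT after 15 min compound preincubation; Hepes pH 7.5 buffer with Triton X-100.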
# HADH2 inhib: HADH2 (human) dehydrogenase inhibition. Potency, µM (titrated, usually from 57.1 µM), for inactives: top-dose activity change, negative = inhibition, hits mostly inhibitors. Q99714. hit rate 3.4% among 73,000. recombinant HADH2, NADH fluorescence, beta-hydroxybutyryl-CoA; also: potency is read from the fitted curve at half-maximal effect; % is scaled to controls: 0 for no effect and ±100 for the full control effect; nearly all actives have a fitted effect of over 60% in size; many of its hits are not listed in these tables
#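 Activity measured as NADH fluorescence gain (360/450 nm), taken as the change between first and last reads of a 4-min kinetic run. Conditions: pH 9.0 Tris buffer, 20 nM E. coli-expressed His-tagged enzyme, 1 mM NAD+, 90 uM beta-hydroxybutyryl-CoA; 15-min compound preincubation.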
# HEK293 cAMP cs: raises cAMP in parental HEK293 cells, TSHR agonist counter-screen | parental HEK293 CNG cAMP sensor, membrane potential fluorescence | Potency, µM (series often up to 57.1 µM), for the others: at the highest dose activation, most hits filed as activators | hit rate 2.5% among 73,000 | AID 938; also: potency is read from the fitted curve at half-maximal effect; % of control where 0% means no effect; nearly all actives have a fitted effect of over 55% in size
#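 Parental HEK 293 cells stably expressing a cAMP-gated CNG channel were loaded with membrane potential dye containing 100 uM RO 20-1724 for 60 min. Compound added for 30 min; depolarization read as fluorescence intensity at 590 nm.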
# Caspase-1 inhib: caspase-1 (human) inhibition, allosteric or competitive; Caspase-1 enzyme, Ac-WEHD-AFC fluorogenic rate; Potency, µM (highest dose often 57.5 µM), for the others: at the highest dose activity change, negative = inhibition, most hits filed as inhibitors; P29466; AID 900; hit rate 0.03% among 75,000;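 also: potency is read from the fitted curve at half-maximal effect; plate controls were vehicle for no effect and no substrate for full effect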
# Target sequence (P29466 120-297 limits assumed): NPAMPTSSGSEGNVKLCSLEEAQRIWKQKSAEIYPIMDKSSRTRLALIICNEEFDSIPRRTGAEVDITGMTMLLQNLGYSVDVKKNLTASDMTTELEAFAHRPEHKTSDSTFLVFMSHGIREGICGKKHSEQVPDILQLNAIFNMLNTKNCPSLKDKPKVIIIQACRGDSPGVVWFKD
# Target sequence (P29466 317-404 limits assumed): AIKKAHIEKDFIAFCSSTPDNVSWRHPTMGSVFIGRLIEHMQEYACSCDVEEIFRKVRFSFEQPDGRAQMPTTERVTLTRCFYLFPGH
# Active calls of the source: *; i = inactive; ? = inconclusive; . = not tested or not shown; & = joins results of further samples; [ ] = another dose, or the depositor's remark. Unless noted, calls follow the shape of the dose curve; as a rule, active = well fitted curve in the direction sought with a large enough effect; inconclusive = small, poorly fitted or top-dose-only effect, or another doubt; inactive = no such curve, though single readings can be large; an effect the other way counts as inactive or inconclusive. Not all compounds are listed. The share of hits here may be higher or lower than overall.
SMILES	Caspase-7 inhib	Tau fil binding	USP2a inhib	Rhodamine fluor	DNA Pol III inh	BRCT PPI red	BRCT inh green	ALOX15 inhib	HADH2 inhib	HEK293 cAMP cs	Caspase-1 inhib
CCOc1ccc(N(CC(=O)NCCSc2ccccn2)S(C)(=O)=O)cc1	-2.3%	.	.	.	.	0.3%	0.3%	-0.3%	?	2.2%	4.5%
COc1ccc(NC(=O)C2OCCc3ccccc32)c(OC)c1 (stereo not drawn)	-0.8%	-0.3%	-11.4%	i	2.4%	0.7%	-0.7%	-3.1%	-2.4%	4.9%	-0.5%
CC(c1ccco1)N(C(=O)COc1ccc(Cl)cc1)c1ccccn1 (stereo not drawn)	-1.9%	5.1%	10.7%	i	-2.7%	0.0%	-1.0%	-3.0%	10.0%	9.5%	-0.3%
O=C1c2ccccc2C(=O)N1CCCSc1nc2ccccc2o1	-0.6%	3.98µM*	-1.0%[7.66 µM]	.	-2.2%[11.4 µM]	-3.4%	0.8%	-11.4%[11.4 µM]	-8.1%[11.4 µM]	3.98µM*	-1.6%
O=C(Nc1ccc2c(c1)oc1ccccc12)C1CC1	2.5%	26.1%	-3.9%	i	-6.3%	-1.5%	-2.3%	-3.2%	16.8%	3.5%	-2.1%
Cc1cc(CN2C(=O)c3ccccc3C2=O)cc(N2CCOCC2)c1	-1.8%	-15.3%[11.4 µM]	11.2%[7.66 µM]	.	-5.1%[11.4 µM]	-1.3%	-2.0%	4.0%[11.4 µM]	-3.8%[11.4 µM]	4.3%[11.4 µM]	-2.8%
CC(=O)c1ccc(OCCCC(=O)N2CCN(S(=O)(=O)c3cccs3)CC2)cc1	-4.3%	-3.3%	22.6%	i	1.8%	-1.5%	-0.5%	4.8%	2.4%	16.0%	0.2%
Cc1nc2scc(-c3cccs3)c2c(=O)n1-n1cccc1	-0.8%	9.7%	29.4%	.	-0.8%	-0.4%	2.6%	?	-14.4%	31.6µM*	-0.3%
COc1cc(C)nc(OCCNC(=O)COc2ccc(Cl)cc2Cl)n1	-0.7%	4.2%	9.8%	i	8.2%	-0.3%	-1.7%	-18.5%	5.0%	2.3%	1.5%
COC(=O)c1oc2ccc(Br)cc2c1NC(=O)c1ccccc1	-0.6%	-4.8%	8.3%	i	-10.1%	1.2%	-2.2%	-2.1%	?	?	2.4%
CC(C)OC(=O)CSc1nnc(CNc2nc(-c3ccccc3)cs2)n1C	0.4%[0.00368 µM]	-3.2%	11.6%	i	-2.1%	0.7%	0.6%	-8.3%	-28.6%	9.5%	-2.6%
Cc1cccc(-c2noc(CCCC(=O)Nc3cccnc3)n2)c1	0.2%	3.4%	19.5%	i	-0.4%	1.3%	-0.7%	4.8%	5.2%	6.5%	-3.2%
O=C(CSCc1ccccn1)Nc1ccccc1	4.2%	-1.3%	-3.7%	i	-5.8%	0.8%	-2.4%	13.1%	-2.9%	5.2%	0.9%
O=C(Nc1ccc(NC(=O)c2ccco2)cc1)c1cnccn1	0.9%	2.1%	-0.4%	.	-7.3%	1.5%	-0.5%	-3.1%	-8.1%	?	2.0%
COC(=O)C/C=C\[C@@H](C)[C@@H](/C=N\OCC[C@H]1C=C[C@H](OC(C)=O)[C@@H](COC(C)=O)O1)NS(=O)(=O)c1ccc(C)cc1	-1.3%[11.5 µM]	.	.	.	.	-5.6%[15.4 µM]	0.0%[15.4 µM]	9.8%[11.4 µM]	-1.4%[11.4 µM]	6.4%[11.4 µM]	0.5%[11.5 µM]
NCC1OC(n2cnc3c(=O)[nH]c(N)nc32)C(O)C1O (stereo not drawn)	0.7%	.	-18.9%	.	.	0.1%	-0.3%	-6.8%	.	.	0.1%
CN(C)Cc1ccccc1-c1ccc2ncnc(NCc3ccccc3)c2c1	-2.2%	-21.2%	18.4%	i	-2.0%	0.4%	0.7%	4.2%	24.9%	9.2%	0.0%
O=C(Nc1ccccc1)N1CCCC2(CCN(C(=O)c3ccco3)CC2)C1	-1.6%	0.3%	17.7%	i	-2.7%	-0.1%	0.9%	-0.7%	3.7%	6.5%	-6.3%
CC(C)CCNC(=O)Cn1c(NCCC(C)C)nc2c1c(=O)n(C)c(=O)n2C	0.0%	-9.4%	.	.	-2.0%	-0.8%	-0.5%	1.1%	4.4%	9.5%	1.0%
O=C1C[C@@H](O)[C@@H](O)[C@H]2[C@@H]3C(=O)N(C[C@@H]4CCCO4)C(=O)[C@@H]3CC[C@H]12	0.9%&0.4%[11.5 µM]	.	.	.	.	0.6%&1.2%[15.4 µM]	-3.6%&-0.3%[15.4 µM]	2.0%&2.0%[11.4 µM]	-1.8%&-3.0%[11.4 µM]	-2.9%&-2.4%[11.4 µM]	-3.7%&-1.8%[11.5 µM]
Clc1ccccc1/C=C\c1ccnc2ccccc12	1.3%[11.5 µM]	8.2%[11.4 µM]	.	i	-1.9%[11.4 µM]	0.6%[15.4 µM]	0.5%[15.4 µM]	?	3.9%[11.4 µM]	18.4%[11.4 µM]	-1.2%[11.5 µM]
Cc1cc(=O)[nH]c(SCC(=O)N2CCCCCC2)n1	-1.6%	0.8%	-6.7%	i	-2.6%	-0.5%	0.0%	3.2%	-16.4%	6.6%	-1.4%
C=C(C)Cn1c(C2CC(=O)N(c3ccccc3F)C2)nc2ccccc21 (stereo not drawn)	1.5%	8.5%	.	.	-6.1%	-1.2%	0.2%	3.7%	2.7%	6.0%	-3.1%
CCCCNc1nc(C)nc2c1nc(-c1ccccc1)n2CCCN(C)C	-0.5%	25.2%	.	.	-2.4%	-2.4%	-0.6%	5.5%	-22.7%	27.7%	-2.0%
CCOC(=O)c1cnn(CCOC(=O)c2cccs2)c1NC(=O)c1cccs1	1.6%	-11.7%	11.8%	i	-8.9%	0.9%	-1.7%	-6.4%	0.2%	20.6%	0.8%
COc1ccc(Cl)cc1S(=O)(=O)N1CCN(Cc2ccc3c(c2)OCO3)CC1	-2.7%	-12.5%	16.0%	i	-1.8%	0.1%	-0.3%	2.4%	3.7%	10.0%	-2.4%
O=C(c1cc2ccccc2oc1=O)N1CCN(CCc2ccccc2)CC1	-22.6%	.	.	.	.	0.1%	-4.0%	-2.1%	1.5%	-8.4%	-14.4%
COc1cccc(N2CCN(C(=O)c3ccc4nc(N5CCCCC5)sc4c3)CC2)c1	-2.9%	77.4%	.	.	-2.8%	0.7%	1.4%	-10.9%	-3.3%	25.7%	-6.6%
Cc1noc(C(=O)Nc2ccccc2C(F)(F)F)c1Cl	-1.0%	2.0%	5.9%	i	-2.3%	1.3%	2.6%	-13.4%	-3.5%	7.3%	-0.6%
Fc1ccccc1CCNc1nnnn1-c1ccccc1	0.1%	1.1%	2.2%	i	-5.7%	-0.5%	0.6%	1.4%	11.8%	18.6%	0.3%
CC(=O)N1C(=O)N(C(C)=O)C2C1N(C(C)=O)C(=O)N2C(C)=O (stereo not drawn)	0.1%	-11.6%	1.0%	i	-0.3%	0.9%	-0.7%	1.3%	-0.8%	-2.2%	0.0%
Cc1ccc2c(c1C)NC(C(=O)O)C1CC=CC21 (stereo not drawn)	-28.8%	3.16µM*	2.9%	i	25.1µM*	-24.9%	-18.9%	?	10µM*	-2.1%	-14.3%
COc1ccc(-c2nc(C#N)c(NCCCN3CCOCC3)o2)cc1	-4.2%	-3.7%	.	.	-4.1%	0.3%	-2.2%	7.1%	17.5%	-1.9%	-0.5%
Cn1c(C(=O)N2CCN(C(=O)c3ccco3)CC2)cc2c(=O)n(C)c3ccccc3c21	-1.9%	-5.0%	.	.	?	-0.7%	4.7%	-5.5%	-11.1%	-9.0%	-1.3%
Nc1ncnc2nc(SCCN3CCCCC3)[nH]c12	-1.3%	4.1%	-1.0%	i	-4.1%	0.5%	-1.9%	9.3%	0.4%	6.0%	0.5%
CCN(CCCn1c(SCC#N)nc2ccccc2c1=O)c1ccccc1	-0.6%	8.7%	-7.4%	i	9.3%	0.4%	-2.7%	-1.1%	-2.5%	?	-2.0%
CC1CCN(S(=O)(=O)c2ccc(NC(=O)CN3CCN(c4ccccc4)CC3)cc2)CC1	-4.6%	310.5%	12.5%	i	-6.4%	-1.3%	1.0%	-6.3%	13.8%	12.9%	-2.1%
CS(=O)(=O)N1CCC(C(=O)Nc2ccc(Br)cc2F)CC1	0.7%	-2.5%	-7.4%	i	-1.7%	1.5%	0.8%	-4.8%	5.8%	4.5%	0.8%
COc1cc(C2=NOC(C(=O)NCc3ccco3)C2)cc(OC)c1OC (stereo not drawn)	-1.3%	13.5%	1.5%	i	5.2%	-3.0%	2.1%	8.6%	13.5%	18.0%[2.29 µM]	0.8%
